HP1b binding inh = inhibitors of HP1-beta chromodomain binding to methylated histone tails; actives 0.56% (n = 390,000); P83916; AlphaScreen HP1-beta / biotin-H3K9me3 peptide binding; Potency, µM (top dose mostly 114 µM), inactives show top-dose activity change, negative = inhibition, hits mostly inhibitors; AID 540317; further: nearly all actives have a fitted effect of over 70% in size; inactives centre near 23
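AlphaScreen: HP1-beta (50 nM) preformed 30 min with biotin-H3(1-18)K9me3 peptide (50 nM) in PBS pH 7.4, 0.01% Tween-20. Compound added for 30 min at RT, then streptavidin donor/nickel chelate acceptor beads (10 ug/mL) for 30 min.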
Pin1 inh = human Pin1 inhibition; Pin1 FP peptide displacement, HiFluor488, 10 min; Potency, µM (doses to about 115 µM), without a hit: at the highest dose activity, negative = inhibition, usual class: inhibitors; actives 0.009% (n = 390,000); AID 504891; active means well fitted inhibition curve with a large enough effect in the polarisation, with a control signal flat, not every such curve was filed as active; inconclusive means small, poorly fitted or top-dose-only effect, or effect the other way, or a change in a side signal; inactive means no such curve, though single readings can be large or run the other way; the % refers to the polarisation; further: on the % scale 0 is the no-effect control and ±100 the full control effect
Target sequence (Q13526 whole entry, looked up): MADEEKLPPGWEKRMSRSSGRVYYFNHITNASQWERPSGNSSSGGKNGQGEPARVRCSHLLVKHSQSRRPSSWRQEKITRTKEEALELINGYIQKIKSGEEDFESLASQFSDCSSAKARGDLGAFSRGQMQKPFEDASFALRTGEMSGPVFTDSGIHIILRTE
ERG Ets-DNA blk = inhibitors of human ERG Ets domain-DNA interaction. P11308. fluorescence polarization, His-ERG Ets domain / labelled DNA. Potency, µM (series often up to 76.9 µM), inactives show top-dose FP activity, negative = inhibition, actives largely listed as inhibitors. actives 0.028% (n = 370,000); active means well fitted inhibition curve with a large enough effect in the polarisation, with a control signal flat; inconclusive means small, poorly fitted or top-dose-only effect, or effect the other way, or a change in a side signal; inactive means no such curve, though single readings can be large or run the other way; the % refers to the polarisation;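 further: polarization taken with two DNA probes labelled with fluorescein and Texas red; % of control where 0% means no effect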
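His-tagged ERG Ets domain (1 uM in the protein solution; 300mM KCl, 50mM Tris-HCl, 1mM EDTA, 1mM DTT, pH 7.5) received compound, then a probe mix of 5 nM fluorescein-DNA and 100nM Texas-615-DNA. Fluorescence polarization was read for both dyes.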
GLS inh = inhibitors of human glutaminase (GLS); Potency, µM (highest dose often 45.5 µM), for inactives: top-dose activity change, negative = inhibition, hits mostly inhibitors; AID 624170; O94925; actives 0.21% (n = 410,000); GLS enzymatic activity, qHTS titration; further: on the % scale 0 is the no-effect control and ±100 the full control effect
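hKGA in 45 mM KH2PO4 (pH 8.2), 0.02% Tween-20 with compound, then 1mM L-Glutamine (stock as added) plus glutamate oxidase/HRP/Amplex red coupling mix. Fluorescence read initially and after 30 min at RT; signal change reflects glutamate formation.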
JMJD2A Tudor inh = inhibitors of human JMJD2A Tudor domain. O75164. actives 4.4% (n = 390,000). AlphaScreen JMJD2A-Tudor / H3K4me3 peptide binding. Potency, µM (series often up to 114 µM), without a hit: top-dose activity change, negative = inhibition, most hits filed as inhibitors; further: on the % scale 0 is the no-effect control and ±100 the full control effect; nearly all actives have a fitted effect of over 50% in size
RGS4 inhibitor = inhibitors of human regulator of G protein signaling 4; Transcreener GDP fluorescence polarization, RGS4-accelerated GTP hydrolysis; Potency, µM (highest dose often 114 µM), for inactives: top-dose activity change, negative = inhibition, usual class: inhibitors; actives 0.039% (n = 390,000); P49798; further: on the % scale 0 is the no-effect control and ±100 the full control effect; nearly all actives have a fitted effect of over 75% in size; some results filed as inactive show a strong effect at the top dose
Target sequence (P49798 whole entry, looked up): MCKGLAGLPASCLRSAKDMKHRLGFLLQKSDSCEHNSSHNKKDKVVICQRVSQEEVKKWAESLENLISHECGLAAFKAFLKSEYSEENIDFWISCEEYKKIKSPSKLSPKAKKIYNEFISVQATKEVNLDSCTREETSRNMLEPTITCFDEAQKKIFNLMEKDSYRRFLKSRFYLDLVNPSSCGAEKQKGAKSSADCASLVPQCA
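MLSMR compounds (23 nl, pin-transferred) preincubated 10 min at room temperature with a 500nM (2x) first reagent, then RGS4 at 900nM (2x) plus Transcreener GDP mix added; fluorescence polarization (620/688 nm) read before and after 90 min at 30 °C.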
rTrxR1 inhibitor = inhibitors of rat thioredoxin reductase 1 | O89049 | recombinant rTrxR1, NADPH fluorescence consumption, selenite substrate | Potency, µM (titrated, usually from 114 µM), for the others: at the highest dose activity change, negative = inhibition, actives largely listed as inhibitors | actives 1% (n = 390,000); further: on the % scale 0 is the no-effect control and ±100 the full control effect; nearly all actives have a fitted effect of over 65% in size
Target sequence (O89049 whole entry, looked up): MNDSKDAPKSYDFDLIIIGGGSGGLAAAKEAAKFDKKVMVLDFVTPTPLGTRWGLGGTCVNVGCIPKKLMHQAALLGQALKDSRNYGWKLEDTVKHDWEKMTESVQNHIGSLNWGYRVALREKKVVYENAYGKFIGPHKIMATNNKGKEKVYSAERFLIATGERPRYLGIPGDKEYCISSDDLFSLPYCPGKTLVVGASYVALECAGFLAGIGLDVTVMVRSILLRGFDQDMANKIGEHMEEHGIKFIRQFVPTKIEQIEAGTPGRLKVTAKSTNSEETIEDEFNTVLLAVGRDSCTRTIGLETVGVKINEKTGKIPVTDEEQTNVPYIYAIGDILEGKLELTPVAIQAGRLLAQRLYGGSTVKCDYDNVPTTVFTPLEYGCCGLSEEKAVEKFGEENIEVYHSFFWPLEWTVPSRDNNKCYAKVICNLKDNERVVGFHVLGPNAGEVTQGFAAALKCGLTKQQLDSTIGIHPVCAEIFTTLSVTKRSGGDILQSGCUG
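Rat TrxR1 (90 nM in the dispensed reagent) was pre-reduced with 400 uM NADPH for 5 min at room temperature, then incubated with compound for 15 min. After 400 uM selenite was added, NADPH fluorescence (Ex 340/Em 450 nm) was followed for 8 min.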
ALOX12 inh = ALOX12 (human) lipoxygenase inhibition; purified 12hLO, xylenol orange hydroperoxide absorbance; P18054; actives 1.1% (n = 580,000); AID 1671190; Potency, µM (highest dose often 108 µM), for inactives: at the highest dose activity change, negative = inhibition, actives largely listed as inhibitors; further: on the % scale 0 is the no-effect control and ±100 the full control effect
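Hydroperoxide product was detected by ferrous iron/xylenol orange as the 573 to 405 nm absorbance ratio. Arachidonic acid at 40 uM (final) was turned over for 30 min at room temperature by 150 nM human 12hLO, pH 7.0 Hepes buffer, after 15 min compound preincubation.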
PGK inhibitor = inhibitors of T. brucei phosphoglycerate kinase. Potency, µM (top dose mostly 57.5 µM), for inactives: at the highest dose activity change, negative = inhibition, usual class: inhibitors. PGK/GAPDH coupled, Kinase-Glo luminescence, 60 min. actives 0.043% (n = 380,000); further: on the % scale 0 is the no-effect control and ±100 the full control effect; nearly all actives have a fitted effect of over 60% in size
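Luminescent ATP detection (Kinase-Glo Plus) follows a 60-minute room-temperature incubation, with wells lacking PGK as controls. Buffer: 100 mM TEA (pH 7.6), 5 mM MgCl2, 0.01% Tween-20. Coupling enzyme GAPDH (100 nM final) supplies unstable 1,3-BPG in-well.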
Starred values were filed as active, the others as inactive; i = inactive; ? = inconclusive; / = no result given; & = joins results of further samples; [ ] = another dose, or the depositor's remark. Unless noted, the call rests on the fitted dose curve; in most records, active means well fitted curve in the direction sought with a large enough effect; inconclusive means small, poorly fitted or top-dose-only effect, or another doubt; inactive means no such curve, though single readings can be large; an effect the other way counts as inactive or inconclusive. Potency means the concentration at half of the fitted maximal effect.

SMILES	HP1b binding inh	Pin1 inh	ERG Ets-DNA blk	GLS inh	JMJD2A Tudor inh	RGS4 inhibitor	rTrxR1 inhibitor	ALOX12 inh	PGK inhibitor
COc1cccc(-n2ccnc2SCC(=O)Nc2cc(OC)ccc2OC)c1	44.7µM*	-2.4%	16.4%	5.7%	89.1µM*	-21.3%	13.4%[57.1 µM]	0.0%	-2.0%
Cc1cc(C(=O)COC(=O)c2ccc[nH]c2=O)c(C)n1C	-7.9%	-4.7%	2.9%	0.5%	-23.1%	14.8%	-12.5%	-26.5%	0.1%
Cc1ccccc1C(=O)Nc1scc(-c2ccc(Br)cc2)c1C(=O)O	7.4%	-3.6%	1.9%	9.7%	-19.5%	-2.4%	-0.2%[57.1 µM]	?	-21.1%
CCOc1ccccc1CNCCN1CCOCC1	36.2%[activator]	5.2%	0.0%	-0.3%	-5.1%	7.5%	18.9%	-6.5%	20.2%
Cc1cc(NC(=O)c2sccc2C)n(-c2nc3ccccc3[nH]2)n1	-13.0%	14.6%	3.3%	-2.6%	-3.8%[11.4 µM]	?	28.1%[57.1 µM]	-6.2%	-0.4%
COc1ccccc1CNC(=O)CCc1cn(C)c2ccccc12	39.2%[activator]	3.6%	2.7%	2.4%	-15.2%	2.9%[56.9 µM]	9.5%	19.2%	-1.4%
CCc1cccc(CC)c1NC(=O)COC(=O)c1ccc2c(c1)S(=O)(=O)c1ccccc1C2=O	1.7%	1.9%	-3.0%	-6.5%	-15.0%	11.4%	1.1%	-0.3%	-1.7%
COc1ccc(S(=O)(=O)N2CCNCC2)cc1	35.1%	-2.0%	-6.7%	15.7%	-2.7%	-3.1%	-5.5%	13.6%	4.5%
COc1cccc(CNCCNC(=O)c2ccco2)c1OC	-17.8%	3.2%	-12.6%	-4.3%	?	9.0%[11.4 µM]	-12.4%[57.1 µM]	0.0%	-10.5%
O=C(NCc1ccco1)c1cc(-c2cccnc2)nc2ccccc12	0.0%	-4.3%	3.6%	-4.5%	-35.8%	-8.6%	-22.3%	1.6%&-4.3%	-9.9%
CC(O)[C@H]1CNCCN1CCc1cc(C(F)(F)F)cc(C(F)(F)F)c1 (some centres not stated)	40.8%[activator]	1.2%	7.8%	15.7%	-14.8%	19.8%	-12.2%[57.1 µM]	-14.4%	0.5%
COc1cc(CN2CCN(C3CCC3)CC2CCO)cc(OC)c1 (configuration not stated)	55.9%[activator]	-1.7%	2.1%	2.7%	-2.8%	-12.8%	0.6%[57.1 µM]	3.8%	6.2%
Nc1c(C(=O)NC2CC2)c2nc3ccccc3nc2n1-c1ccc2c(c1)OCO2	28.8%	-9.9%	-12.1%	-13.7%	8.9%	-42.2%	23.7%[57.1 µM]	0.0%	i
Cc1ccc(C(=O)NNC(=O)c2cc3ccccc3cc2O)cc1	30.3%	-4.0%	17.8%	2.5%	-13.3%	-17.9%	8.3%[57.1 µM]	?	-2.3%
Cc1cccc(NC(=O)CCS(=O)(=O)c2cc(Br)cc3c2N(C(=O)C2CC2)CC3)c1	43.0%[activator]	2.1%	-4.4%	-0.1%	-17.1%	-22.4%	-12.0%	-18.9%	-5.4%
CCOc1ccccc1NC(=O)C1CCN(S(=O)(=O)c2ccc3c(c2)CC(C)N3C(C)=O)CC1 (configuration not stated)	11.1%	0.0%	1.8%	6.6%	-12.8%	-0.5%	29.0%	-8.4%	-7.2%
Cc1ccc(CN2CCCN(Cc3c(F)cccc3Cl)S2(=O)=O)cc1	59.9%[activator]	-2.0%	-11.1%	-7.2%	49.7%[activator]	12.1%	10.1%	?	4.1%
COc1cc(/C=C(\C#N)C(N)=O)ccc1OS(=O)(=O)c1ccc(C)cc1	-3.9%	-2.5%	-1.9%	0.6%	-18.5%	3.6%	-39.4%	?	9.5%
CC(Sc1nnc(-c2ccccc2F)o1)C(=O)Nc1ccc(N2CCOCC2)cc1 (configuration not stated)	7.1%	0.5%	3.2%	24.7%	-8.9%	24.7%	-5.0%	-5.6%	-5.8%
CCOc1ccc2nc3cc(N=Nc4ccc(N)nc4N)ccc3c(N)c2c1	?	?	10.4%	-2.6%	56.2µM*	-31.1%	-5.9%[11.4 µM]	/	-22.1%
CCOc1ccccc1-n1nnnc1SCC(=O)NC(=O)Nc1ccc2c(c1)OCCO2	-10.4%	14.5%	-2.3%	6.7%	-13.0%	0.0%	5.7%	-9.1%	-9.7%
COc1cccc2c(SCC(=O)N/N=C/c3ccccc3)cc(C)nc12	14.7%	28.0%	-4.0%	-5.3%	-19.3%	-45.5%	1.8%	-5.5%	-0.2%
Cc1ccc(/C=C/C(=O)O)cc1S(=O)(=O)N1CCc2ccccc21	20.0%	-18.6%	-0.8%	7.4%	-12.7%	-0.4%	13.5%	-9.6%	-1.8%
COc1cccc(C(C(=O)NC2CCCCC2)N(CC2CCCO2)C(=O)CNC(=O)c2ccco2)c1 (configuration not stated)	37.9%	-5.4%	3.7%	-0.1%	-16.8%[57.1 µM]	15.0%[56.9 µM]	12.1%	0.0%	0.3%
CCOC(=O)COc1nc(-c2ccc(Cl)cc2)cc(-c2ccco2)c1C#N	52.1%[activator]	0.3%	-2.5%	-1.9%	11.0%	-14.0%	50.3%	161.3%[activator]	-3.6%
CC(C)c1nnc(NC(=O)CCC(=O)NCc2ccco2)s1	15.2%	1.4%	/	18.3%	?	-5.9%	-0.5%	5.5%	i
CCCCC(=O)NN(C)c1nc(-c2ccccc2)nnc1C(F)(F)F	23.7%	-3.4%	12.2%	15.2%	-25.4%	-12.5%	0.2%[57.1 µM]	-12.3%	i
S=C(Nc1ccccc1Cl)N1CCN(c2ccccn2)CC1	28.0%	-8.2%	-0.7%	-5.6%	-1.4%	-0.8%	21.1%[57.1 µM]	0.9%	?
CC(C)Oc1ccc(CNC(=O)c2ccc(CS(=O)Cc3ccccc3Cl)o2)cc1 (configuration not stated)	34.1%	1.7%	6.6%	-19.6%	-20.5%	4.7%	-15.1%	-18.9%	0.7%
COC(C(=O)N/N=C(\C)c1ccc(C)cc1)c1ccccc1 (configuration not stated)	18.6%	-0.8%	-6.2%	-1.5%	-7.6%	30.2%	15.2%	21.7%	-9.2%
CCN(CC(=O)NCc1ccc(Cl)cc1)C(=O)c1sccc1C	33.3%	-2.4%	-3.2%	-0.1%	-8.1%	-2.0%	3.0%	?	-1.5%
CCN(Cc1nc(-c2ccc(OC)cc2)no1)C(=O)c1ccc2c(c1)OCO2	18.7%	1.0%	6.6%	-17.9%	-9.1%	-21.6%	17.4%[57.1 µM]	7.3%	-4.9%
Cc1ccc(S(=O)(=O)N(CC(=O)O)Cc2ccco2)cc1	-10.1%	-2.3%	8.3%	?	89.1µM*	11.7%	5.7%	-23.1%	?
CC(=O)Nc1ccc(S(=O)(=O)NCCS(=O)(=O)N2CCN(c3ccccc3)CC2)cc1	59.2%[activator]	2.3%	26.5%	8.0%	-6.8%	-3.7%[56.9 µM]	-26.3%	7.1%	-3.4%
COc1ccc(OC(C)C(=O)N(C)Cc2nc(-c3ccc(OC)cc3)no2)cc1 (configuration not stated)	7.4%	1.1%	-16.5%	-10.9%	?	?	19.7%[57.1 µM]	-11.5%	-7.7%
COc1ccc(C(CNC(=O)CN2C(=O)NC(C)(c3ccc4ccccc4c3)C2=O)N2CCCC2)cc1 (configuration not stated)	36.6%	13.9%	17.3%	-0.2%	-22.5%	-15.7%	13.0%	277.3%[activator]	i
C/C(=N\O)c1ccco1	38.7%	1.1%	-21.0%	-6.1%	8.6%	-6.0%	24.6%[57.1 µM]	3.1%	i
Cc1ccc(NC(=O)C2CCCN2S(=O)(=O)c2cccc3cccnc23)cc1F (configuration not stated)	59.2%[activator]	-2.8%	-1.1%	-4.9%	-13.1%	-32.0%	9.8%	-7.1%	-0.1%
CN1C(=O)C(O)(CC(=O)/C=C/C=C/c2ccccc2)c2ccccc21 (configuration not stated)	12.0%	5.5%	-11.3%	0.7%	-10.3%	-4.4%	-25.6%	-2.2%	i

Whole records, looked up by structure:
`COc1cccc2c(SCC(=O)N/N=C/c3ccccc3)cc(C)nc12` across the screens: HP1b binding inh = 14.7%; Pin1 inh = 28.0%; ERG Ets-DNA blk = -4.0%; GLS inh = -5.3%; JMJD2A Tudor inh = -19.3%; RGS4 inhibitor = -45.5%; rTrxR1 inhibitor = 1.8%; ALOX12 inh = -5.5%; PGK inhibitor = -0.2%
`CCOc1ccccc1-n1nnnc1SCC(=O)NC(=O)Nc1ccc2c(c1)OCCO2` across the screens: HP1b binding inh = -10.4%; Pin1 inh = 14.5%; ERG Ets-DNA blk = -2.3%; GLS inh = 6.7%; JMJD2A Tudor inh = -13.0%; RGS4 inhibitor = 0.0%; rTrxR1 inhibitor = 5.7%; ALOX12 inh = -9.1%; PGK inhibitor = -9.7%

The list is partial; the hit share may differ from the screen's.
